High-throughput results: PubChem BioAssay, several laboratories
Insulin prom inh – TRM-6 insulin promoter activity inhibition; inhibition, % at 2 µM; AID 1273; TRM-6 cells (human fetal islet line), insulin promoter-eGFP reporter, imaging; reporter expression induced with tamoxifen; 130,000 tested, 0.9% active;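 active = inhibition above the mean plus 3 SD, with well images judged a real hit on visual review, cut at about 60% in these data, passing the limit was not always enough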
SDO1 yeast rescue – compounds rescuing growth of sdo1-depleted yeast, bone marrow failure model; S. cerevisiae sdo1-depleted JHY4D growth rescue, OD600 30 h; stronger effect = higher value; pdr5 snq2 efflux-pump mutant strain; z-score at 10 µM; 140,000 tested, 0.21% active; AID 817;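 active = z-score above 3 at both the 24 hr and the 30 hr optical density reads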;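 note: z-score against mean and SD of all compound wells on the same plate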
SDO1 yeast rescue Rescue 24 h – recorded beside SDO1 yeast rescue, whose call it bears; z-score; S. cerevisiae sdo1-depleted JHY4D growth rescue, OD600; measured here: growth rescue at 24 h;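 0 is the plate mean of compound wells and units are plate SD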
* hit, by the source's call; · = no result given. The list is partial; the hit share may differ from the screen's.

SMILES	Insulin prom inh	SDO1 yeast rescue	SDO1 yeast rescue Rescue 24 h
COc1ccc(S(=O)(=O)N2CCC(NC(=O)C(Cc3cccc(OC)c3OC)NC(C)=O)CC2)cc1 (stereo not drawn)	24	·	·
CCOC(=O)/C(C#N)=C/c1cn(CCC(=O)O)nc1-c1ccccc1	·	0.87	0.06
CC(=O)NC1=C(NC2CCS(=O)(=O)C2)C(=O)c2ccccc2C1=O (stereo not drawn)	·	1.3	1.5
Cc1cc(C)c2sc(N(CCCN(C)C)C(=O)COc3ccc(Cl)cc3)nc2c1	0	·	·
C=CCN(CC(=O)NCc1ccc(OC)cc1)C(=O)c1csnn1	·	1	1.8
COc1ccccc1OCCSc1nc2ccc([N+](=O)[O-])cc2s1	0	-0.39	-0.15
COc1ccc(S(=O)(=O)N(C)c2ccc(C(=O)N3CCOCC3)cc2)cc1	16	-0.42	-1
Cn1c(SCc2ccccn2)nnc1-c1ccncc1	-34	-0.32	-0.7
CSc1cccc(NC(=O)CN(C)S(=O)(=O)c2ccc(C)cc2)c1	11	-0.58	-0.14
CCOc1ccc(NC(=O)CSc2ccc(-c3ccccn3)nn2)cc1	·	0.66	0.6
CCc1ccc2[nH]c(=O)c(C(c3nnnn3Cc3ccco3)N3CCC(C)CC3)cc2c1 (stereo not drawn)	-32	-1.1	-0.74
C=CCNC(=S)Nc1ccc(Cl)cc1	-24	·	·
COc1cccc(CNCCNC(=O)c2nonc2N)c1	-62	0.71	0.49
N#Cc1c(NC(=O)C2CCCO2)sc2c1CCCCCC2 (stereo not drawn)	31	-1.5	-0.79
COc1ccc(C2c3cc(OC)c(OC)cc3CCN2S(C)(=O)=O)cc1OC (stereo not drawn)	36	·	·
N#CCCN(Cc1cccnc1)C(=O)Nc1ccccc1	48	0.35	-0.63
COc1ccc(NC(=O)CC2Oc3ccccc3NC2=O)cc1 (stereo not drawn)	-14	0.94	0.97
Cc1nc2ccc(S(=O)(=O)NC(C(=O)N3CCCC3)C(C)C)cc2s1 (stereo not drawn)	·	0.36	0.24
Cc1ccc2nc(NC(=O)c3ccc(Cn4cc(Cl)cn4)o3)sc2c1	50	-1.9	-1.1
CCOc1cccc(-c2nnc3sc(COc4ccc(Cl)cc4)nn23)c1	12	-0.18	0.24
COc1ccc(NC(=O)c2ccco2)c(OC)c1	6	0.7	-0.04
CCOC(=O)c1ccc(-n2c(CN(CC)CC)nc3ccc([N+](=O)[O-])cc3c2=O)cc1	-55	·	·
COC(=O)CC1COc2ccccc2N1C(=O)c1ccc(Cl)cc1 (stereo not drawn)	-45	-1.5	-1.4
C=CCNc1nc(Nc2ccc(OC)cc2)nc(OC)n1	9	1.2	-0.24
Cc1ccc(NC(=O)C(c2ccccc2)C2CCCC2)cc1 (stereo not drawn)	-14	-1.4	-0.91
COc1ccccc1NC(=S)NNC(=O)c1ccccc1Br	-10	1	0.29
COc1cc(C(=O)NCc2ccc(C(=O)NCC(OC)OC)cc2)cc(OC)c1OC	53	·	·
Cc1cccc(/C=N\Nc2nnc(-c3ccccc3)c(=O)[nH]2)c1	-19	0.59	1.5
O=C(Cn1cc([N+](=O)[O-])cn1)Nc1ccn(Cc2c(F)c(F)c(F)c(F)c2F)n1	19	0.25	0.4
COc1ccc(C(=O)CSc2cc(C)nc(SCC(=O)c3ccc(C)cc3)n2)cc1	53	-1	0.07
Cc1ccc(CNC(=O)CCS(=O)(=O)c2ccc(Br)cc2)cc1	29	·	·
COc1ccc(C(C(=O)OC(C)CN(C)C)c2ccccc2)cc1 (stereo not drawn)	26	1.2	0.25
O=C(c1cccnc1)N(Cc1ccccc1)C1(C(=O)Nc2ccccc2)CCCCC1	-138	0.07	2
CC(=O)Nc1ccc(C(=O)NC2CCCC2)cc1	-59	0.26	0.51
CCn1nnc(-c2ccccc2NS(=O)(=O)c2ccc(S(=O)(=O)N(C)C3CCCCC3)cc2)n1	-3	-1.3	-0.4
Cc1ccccc1CS(=O)(=O)Cc1ccc(C(=O)NCCCN2CC(C)CC(C)C2)o1 (stereo not drawn)	-6	·	·
CC1CC(C)(C)N(C(=O)CSc2ccc(-c3ccc(F)cc3)nn2)c2ccccc21 (stereo not drawn)	-11	-1.1	-0.46
Cn1c(-c2ccccc2)c(CCO)c2ccccc21	-6	-0.01	-0.37
C/C=C/c1ccccc1OCc1ccc(C(=O)OC)o1	-14	0.4	0.68
COC(=O)CCc1sc(Nc2ccccc2)nc1-c1ccc(OC)cc1	·	-1.1	-1.2
N#Cc1ccccc1CN1C(=O)S/C(=C/c2cccn2-c2ccc(C(=O)O)cc2)C1=O	-3	0.89	1.1
CCOc1cccc(NC(=O)C2CC(=O)NC(=Nc3ccccc3)S2)c1 (stereo not drawn)	-71	0.89	0.78
CC1CCc2sc(C(=O)N/N=C/c3ccc([N+](=O)[O-])cc3)cc2C1 (stereo not drawn)	6	-0.24	0.72
CC1=CN2C(=N)/C(=C/c3cn(CCCOc4ccccc4C)c4ccccc34)C(=O)N=C2S1	-100	0.35	0.5
Cc1c(NC(=O)C2CCCNC2=O)c(=O)n(-c2ccccc2)n1C (stereo not drawn)	-22	0.88	0.32

In another format: seven of the compounds above
Insulin prom inh | SDO1 yeast rescue | SDO1 yeast rescue Rescue 24 h | SMILES
-14 | 0.4 | 0.68 | C/C=C/c1ccccc1OCc1ccc(C(=O)OC)o1
· | -1.1 | -1.2 | COC(=O)CCc1sc(Nc2ccccc2)nc1-c1ccc(OC)cc1
-3 | 0.89 | 1.1 | N#Cc1ccccc1CN1C(=O)S/C(=C/c2cccn2-c2ccc(C(=O)O)cc2)C1=O
-71 | 0.89 | 0.78 | CCOc1cccc(NC(=O)C2CC(=O)NC(=Nc3ccccc3)S2)c1 (stereo not drawn)
6 | -0.24 | 0.72 | CC1CCc2sc(C(=O)N/N=C/c3ccc([N+](=O)[O-])cc3)cc2C1 (stereo not drawn)
-100 | 0.35 | 0.5 | CC1=CN2C(=N)/C(=C/c3cn(CCCOc4ccccc4C)c4ccccc34)C(=O)N=C2S1
-22 | 0.88 | 0.32 | Cc1c(NC(=O)C2CCCNC2=O)c(=O)n(-c2ccccc2)n1C (stereo not drawn)

Later entries.
SMILES	Insulin prom inh	SDO1 yeast rescue	SDO1 yeast rescue Rescue 24 h
COc1ccc(NC(=O)c2n[nH]c(=O)c3ccccc23)cc1S(=O)(=O)N1CCCCC1	·	0.57	0.31
S=C(NCc1ccccc1)N1CCn2cccc2C1c1cccnc1 (stereo not drawn)	-124	·	·
NC(=O)c1cc(N2C(=O)C=CC2=O)ccc1Cl	35	0.72	0.53
CCOC(=O)C1=C(O)/C(=C\c2ccc(CNS(=O)(=O)c3ccc(Br)cc3)o2)N=C1C	3	0.66	0.68
CCOC(=O)C1=C(Cn2cnc3ccccc32)NC(=O)NC1c1ccc(Cl)cc1 (stereo not drawn)	-33	0.43	-0.07
CCCN(CC(=O)Nc1c(C)cccc1CC)C(=O)SCC	0	-0.05	-0.14
CCc1cc(C(=O)N=Nc2c(O)[nH]c3ccc([N+](=O)[O-])cc23)c2ccccc2n1	-14	0.57	1.1
Cc1cc(Cn2ccnc2)c(C)cc1Cn1ccnc1	-61	0.87	0.53
N=C1C(c2nc3ccccc3s2)=C(O)CN1NC(=O)c1c[nH]c2ccccc12	6	·	·
CCc1n[nH]c(=S)n1/N=C/c1c[nH]c2ccc(Br)cc12	-6	·	·
Cc1ccc(NC(=O)CSc2ccc(-c3cccnc3)nn2)cc1Cl	31	·	·
CC(=O)NCCc1nc2cc(NC(=O)c3cccs3)ccc2n1C	-100	·	·
O=C1CCC/C1=c1\s/c(=C\c2cccnc2)c(=O)n1-c1ccccc1	21	-1.6	-1.1
CS(=O)(=O)N(CC(=O)N1CCN(c2ccc(F)cc2)CC1)c1cccc(Cl)c1	8	-0.2	-1.2
CCOc1ccc2nc(NC(=O)c3ccc(OC)c(S(=O)(=O)N4CCOCC4)c3)sc2c1	34	-0.26	0.92
Cc1[nH]c(=O)[nH]c(=O)c1N(C)C	-14	·	·
CCN(CC)S(=O)(=O)c1ccc(N2Cc3ccccc3C2=N)cc1	-19	·	·
COc1ccc(CCNC(=O)COc2ncnc3ccccc23)cc1OC	-89	·	·
Cc1ccc(Cn2c(CN3CCOCC3)nc3c2c(=O)n(C)c(=O)n3C)cc1	33	-0.4	-0.42
O=C(O)Cn1c(-c2cscn2)nc2ccccc21	·	-0.13	-0.64
Cc1nnc(SCC2=C(C(=O)O)N3C(=O)C(NC(=O)c4cccc(F)c4F)C3SC2)s1 (stereo not drawn)	-24	·	·
O=C(NC(CO)Cc1ccc([N+](=O)[O-])cc1)C(Cl)Cl (stereo not drawn)	-27	1	0.88
O=C(CN(CC1CCCO1)C(=O)CCC(=O)Nc1ccccn1)NCC1CCCO1 (stereo not drawn)	50	0.44	0.07
CC1CCCN(C(C(=O)Nc2ccc3c(c2)OCO3)c2ccccc2)C1 (stereo not drawn)	·	-0.49	-0.44
O=C(NC1CCCCCC1)C1CCC(CNS(=O)(=O)c2ccc(Br)s2)CC1 (stereo not drawn)	-50	-0.34	1.7
O=C(Nc1ccccc1)OCCOc1ccccc1	-109	1.2	1.2
COC(=O)C1=C(C)NC(=O)/C1=C\c1cc(C)n(-c2c(C)cccc2C)c1C	19	-0.34	0.02
O=C(/C=C/c1cccs1)N1CCN(c2ccccc2F)CC1	9	-0.68	-0.78
O=c1oc(-c2ccco2)nc2sc3c(c12)CCCCC3	18	·	·
O=C(NNC(=O)C1CCCO1)c1ccc(F)cc1 (stereo not drawn)	33	0.21	0.25
COc1cc2ccccc2cc1C(=O)Nc1ccccc1N1CCN(S(C)(=O)=O)CC1	-7	-0.91	1.8
O=C(CSCc1ccc(Cl)cc1)NCc1ccccn1	-54	-0.08	-0.29
CN(Cc1cccc(F)c1)C(=O)c1ccc(S(=O)(=O)C(F)F)cc1	·	-0.71	-0.86
CCOC(=O)CSc1nc2ccsc2c(=O)n1C1CCN(C(=O)OCC)CC1	·	0.06	-0.24
Nc1cc(=O)[nH]c(SCc2nnc(-c3ccccc3)o2)n1	39	-0.42	-0.71
COc1ccccc1C1=NNC(=NCc2ccccc2)SC1	-43	·	·
CCn1c(COc2ccc(=O)n(-c3ccccc3)n2)nnc1SCc1ccc(OC)cc1	0	1	1
Cc1nc(NC(=S)NC(=O)c2cccs2)ccc1Br	58	-1.3	0.49
CCn1c(=O)n(CC(=O)Nc2ccc(F)cc2)c(=O)c2ccccc21	29	·	·
CCOC(=O)c1ccc(Oc2c(C)oc3cc(OS(C)(=O)=O)ccc3c2=O)cc1	7	-1.2	-1.4
Cn1nccc1/C=C(/C#N)S(=O)(=O)c1ccccc1	-32	0.69	0.09
CCCCOC(=O)Nc1ccc(S(=O)(=O)Nn2cnnc2)cc1	0	3.7*	5.7*
CCCOc1ccc(-c2c(C(=O)N/N=C/c3ccc(OC)cc3)nnn2-c2nonc2N)cc1	44	-0.3	-0.3
CCn1c(Cc2ccccc2)nnc1SCC(=O)OC(C)C	0	-0.02	-0.45
CCOC(=O)c1[nH]c2cc(OC)c(OC)cc2c1N	0	0.04	-0.35

Profiles as entered above. Order of values: Insulin prom inh, SDO1 yeast rescue, SDO1 yeast rescue Rescue 24 h
Record of `Cn1nccc1/C=C(/C#N)S(=O)(=O)c1ccccc1` : -32, 0.69, 0.09
Record of `CCCCOC(=O)Nc1ccc(S(=O)(=O)Nn2cnnc2)cc1` : 0, 3.7*, 5.7*
Record of `O=C(CSCc1ccc(Cl)cc1)NCc1ccccn1` : -54, -0.08, -0.29
Record of `Cc1nc(NC(=S)NC(=O)c2cccs2)ccc1Br` : 58, -1.3, 0.49
Record of `Nc1cc(=O)[nH]c(SCc2nnc(-c3ccccc3)o2)n1` : 39, -0.42, -0.71

Other entries follow:
SMILES	Insulin prom inh	SDO1 yeast rescue	SDO1 yeast rescue Rescue 24 h
Cc1ccc(C(=O)N/N=C2\CCCc3ccccc32)c(C)c1	0	·	·
O=C(c1ccccc1)c1nn(-c2ccc(Cl)cc2)c(=O)cc1C(F)(F)F	27	-1.2	-0.82
N=C1C(c2nc3ccccc3[nH]2)=C(O)CN1NC(=O)COc1cccc(F)c1	-14	1.3	-0.89
CC(C)n1c(-c2ccccc2F)n[nH]c1=S	36	-0.14	-1
Cc1ccoc1C(=O)Nc1cccc(Oc2ccccc2)c1	-50	-1.3	-0.77
C=CCn1c(N2CCCCCC2)nc2c1c(=O)[nH]c(=O)n2C	32	0.23	-0.03
CN(C(=O)c1ccc(COc2ccccc2Br)o1)c1ccccc1	19	·	·
COc1ccc(N=NC2=C(O)CC(C)(C)CC2=O)cc1	0	0.16	0.18
CCCCNC(=O)CSc1nnc(-c2ccco2)n1C	·	0.66	0.76
CN(CC(=O)NCCCN1CCOCC1)S(=O)(=O)c1ccc(Br)cc1	-216	-0.53	-1.3
CCc1nc(SCC(=O)Nc2nccs2)c2oc3ccccc3c2n1	·	0.1	1.9
CC(=O)Nc1ccc(S(=O)(=O)NC2=C(N3CCN(c4ccc(F)cc4)CC3)C(=O)c3ccccc3C2=O)cc1	-14	-0.23	-0.15
Cc1ccc(-n2nnnc2SCC(=O)NC2CCCc3ccccc32)cc1 (stereo not drawn)	17	-0.57	-0.81
COc1cc(S(=O)(=O)N2CCC(O)(c3cccc(C(F)(F)F)c3)CC2)ccc1-n1cnnn1	-25	-1.1	0
COc1cccc(-c2nn(-c3ccccc3)cc2C(=O)n2nnc3ccccc32)c1	53	-0.39	0.34
CCOC(=O)C1CCN(Cc2coc3c(Cl)cc(Cl)cc3c2=O)CC1	59	0.55	0.95
